High-throughput results as filed in PubChem BioAssay.
APP 5UTR inh: APP translation inhibition. 0.82% of 190,000 active. SH-SY5Y APP 5'UTR-luciferase reporter, luminescence. inhibition, % at 2 µM;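 active = inhibition above a set limit, derived from the sample mean plus 3 SD, cut at about 45% in these data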; note: values of inactives mirror those of a sister screen read the other way
G6PDH counter: L. mesenteroides G6PDH inhibition counter-screen. Purified L. mesenteroides G6PDH, diaphorase/resazurin coupled fluorescence, 45 min. inhibition, % at 5 µM. 0.12% of 200,000 active. AID 1020; in the data active = inhibition above about 50%
FLuc act counter: firefly luciferase counter-screen for stimulation assays; P08659; ATPlite luciferase biochemical, luminescence, 10 min; 0 = ATP-free wells, 1 = DMSO control; activation factor at 10 µM; 200,000 tested, under 10 active; AID 1027;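 active = luciferase activation factor, scaled between plate controls, of at least 2 with compound at 10 µM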
Target sequence (P08659 whole entry, looked up): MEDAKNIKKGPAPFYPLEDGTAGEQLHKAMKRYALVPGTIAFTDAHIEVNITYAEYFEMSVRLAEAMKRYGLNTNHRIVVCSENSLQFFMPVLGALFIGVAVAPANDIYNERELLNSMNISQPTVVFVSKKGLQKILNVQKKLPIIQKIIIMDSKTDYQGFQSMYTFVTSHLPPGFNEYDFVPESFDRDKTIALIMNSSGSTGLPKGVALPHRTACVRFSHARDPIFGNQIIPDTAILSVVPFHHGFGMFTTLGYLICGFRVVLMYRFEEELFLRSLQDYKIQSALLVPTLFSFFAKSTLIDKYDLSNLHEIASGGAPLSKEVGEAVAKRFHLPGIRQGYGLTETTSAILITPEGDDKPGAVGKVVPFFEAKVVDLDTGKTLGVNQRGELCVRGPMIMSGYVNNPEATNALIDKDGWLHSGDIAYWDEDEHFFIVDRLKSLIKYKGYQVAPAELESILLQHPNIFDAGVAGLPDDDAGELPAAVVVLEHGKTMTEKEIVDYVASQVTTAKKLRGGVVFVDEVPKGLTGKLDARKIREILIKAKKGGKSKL
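Assay system – cell-free luciferase reagent · Medium – PBS-based ATP solution · Dosing – test compounds dosed from 2 mM stocks in 100% DMSO · Timing – 10 min, room temperature · Technique – light output (luminescence) · Measure – luminescence gain marking luciferase activators · Controls – No-ATP low control, compound-free enzyme-plus-ATP high control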
Diaphorase act: counter-screen for diaphorase-based assays: diaphorase activators and chemical reducers | Diaphorase/resazurin coupled assay, resorufin fluorescence, 16 min; stronger effect = higher value; 1 = vehicle wells, 0 = NADH-free wells | 0.005% of 190,000 active | AID 1229 | activation factor at 20 µM;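 active = diaphorase activity raised at least twofold by the compound at 20 µM; inactive = activation factor below 2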
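Test system: Clostridium kluyveri diaphorase, purified enzyme. Buffer or medium: 50 mM HEPES pH 7.4 buffer plus MgCl2 and Tween 20. Also added: 0.114 mM NADH and 0.1 mM resazurin, final amounts. Dosing: compound 20 µM once, DMSO 1%. Schedule: 16 min enzyme reaction, ambient temperature. Detection: fluorescence of resorufin, 544 nm excitation, 590 nm emission.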
STAT1 act: activators of IFN-gamma induced STAT1 signaling; NIH 3T3 STAT1-luciferase reporter, luminescence; 100% = IFN-gamma alone, no compound; 2.6% of 200,000 active; activation (% of control), % at 5.5 µM;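 active = activation above the screen-wide mean activation plus 3 SD, cut at about 130% in these data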;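 note: raw ratio to IFN-gamma control signal so 100% means no change and 0% no light; values of inactives mirror those of a sister screen read the other way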
APP 5'UTR act: activates APP 5'UTR luciferase reporter; activation, % at 2 µM; SH-SY5Y APP 5'UTR luciferase reporter, luminescence; zero percent = DMSO vehicle wells; AID 1276; 1% of 190,000 active;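 active = activation above a set limit, based on mean plus 3 SD of controls, cut at about 140% in these data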; note: values of inactives mirror those of a sister screen read the other way
NF-kB expr up: NF-kB expression increase, human neuronal cells; NF-kB reporter expression; stronger effect = higher value; fold change at 12.5 µM; 1.6% of 190,000 active; AID 1239; in the data active = fold change above about 3.3
Diaphorase inh: inhibits diaphorase or chemically oxidizes, flagging diaphorase assay artifacts; diaphorase resazurin-to-resorufin fluorescence, NADH, 16 min; bacterial (C. kluyveri) enzyme, not human; inhibition, % at 20 µM; 0.69% of 190,000 active; AID 1217;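 active = primary screen inhibition at 20 µM above a set limit, cut at about 50% in these data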;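 note: plate controls were DMSO with full reaction for no effect and wells lacking NADH for full effect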
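Assay system: diaphorase enzyme from Clostridium kluyveri. Quantity: enzyme working solution with 0.14 U/mL diaphorase. Schedule: reaction incubation of 16 min at room temperature. Technique: resorufin fluorescence, excitation 544 nm, emission 590 nm. Controls: No-NADH positive control and DMSO neutral control.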
TLR4 MyD88 comp: blocks binding of human TLR4 to MyD88; O00206+Q99836; HeLa CL3-4 TLR4/MyD88 BLA complementation, FRET ratio; inhibition, % at 8.4 µM; 0.18% of 200,000 active; in the data active = inhibition above about 25%;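 note: 0% = vehicle and 100% = reference inhibitor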
FLuc inh counter: inhibits firefly luciferase, flagging false hits in luciferase inhibition screens. 1.5% of 200,000 active. inhibition, % at 10 µM. AID 1006. P08659. ATPLite firefly luciferase biochemical luminescence, 10 min;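 active = inhibition above about 50% when tested at 10 µM, limit read from the data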
The depositor's hits bear a star; x = not tested or not shown.

SMILES	APP 5UTR inh	G6PDH counter	FLuc act counter	Diaphorase act	STAT1 act	APP 5'UTR act	NF-kB expr up	Diaphorase inh	TLR4 MyD88 comp	FLuc inh counter
CC(C)C(OC(=O)C1CCCO1)C(=O)NC1CCCC1 (stereo unspecified)	-3	10	1	0.8	99	3	1.1	17	11	-2
CCN(CC)CCN(C)C(=O)c1ccc(OC2CCN(C(=O)C3CC3)CC2)cc1	-6	12	1	x	105	6	1.1	x	9	-1
O=C(OCn1ncc(Br)c(Br)c1=O)c1ccc(F)cc1	96*	15	1	0.9	83	-96	0.09	15	16	-3
CN(C)CCNC(=O)C(=O)NCC1OCCN1S(=O)(=O)c1ccc([N+](=O)[O-])cc1 (stereo unspecified)	-20	2	1	1.2	97	21	1	-20	-2	0
O=C1C(C=Nc2ccc(F)cc2)=C(O)c2ccccc21	-148	5	0.2	1	149*	148*	7.1*	-1	1	77*
CCc1nnc(NC(=O)CSc2nnc(C)n2-c2ccc(C)cc2)s1	-4	-3	1	1	100	3	1	-4	2	-2
Cc1ccc(/C=C(/C#N)C(=O)NC(=O)Oc2ccccc2)cc1	-14	6	0.9	1	105	14	1.1	-4	17	6
COc1ccc(C2CC(c3cccs3)=NN2C(=O)COC(=O)c2cncc(Br)c2)cc1OC (stereo unspecified)	-12	2	1	0.7	91	12	1	28	-7	-2
CN(C)C(CNC(=O)c1cc(S(=O)(=O)N(C)c2ccccc2)ccc1Cl)c1cccs1 (stereo unspecified)	18	-1	1	1	92	-18	0.85	-2	-8	1
O=C(COC(=O)c1ccc(S(=O)(=O)N2CCCC2)cc1)Nc1ccc(F)cc1F	6	-1	1.1	1.1	101	-6	1.1	-9	12	-5
Cc1cc(/C=N/NC(=O)c2cccc([N+](=O)[O-])c2)c(C)n1-c1ccc(Cl)cc1Cl	12	2	1	0.9	99	-12	1.1	9	9	-4
COc1ccc(-c2csc3nc(-c4ccccc4)oc(=O)c23)cc1OC	11	13	0.9	x	92	-11	1	x	1	5
COc1ccc(C(=O)CC(=O)C(=O)Nc2cc(Cl)c(OC)cc2OC)cc1	-7	3	1	0.9	95	7	0.88	6	-12	-4
CCCCn1c(C)cc2cc(O)ccc21	9	57*	1	0.7	99	-9	0.73	32	-4	0
CN(C)S(=O)(=O)N1CCCC(C(=O)c2ccc(-c3ccccc3)cc2)C1 (stereo unspecified)	-18	18	1.1	0.9	94	18	1	11	6	-6
Oc1ccc(/C=N/Nc2nccnc2Cl)c(O)c1	x	2	0.8	0.7	94	x	1.2	30	1	15
Cc1ccc(C)c(NC(=O)c2cc(-c3cccnc3)nc3ccccc23)c1	12	-2	1.1	1	99	-12	0.97	4	6	-5
c1csc(-c2ccc3ccccc3n2)c1	-43	-1	0.6	0.9	147*	43	2.2	11	7	40
Cc1ccc(S(=O)(=O)NC(N)=NCCc2ccccc2)cc1C	13	14	1	0.8	99	-13	0.89	17	7	-1
N/C(=N\N=C/c1ccc(Br)cc1)N/N=C\c1ccc(Br)cc1	-20	-2	0.8	1.7	103	20	1.5	-66	1	17
O=C(O)CCSCCCN1C(=O)c2cccc3cccc(c23)C1=O	-17	1	1	0.9	105	17	1.3	8	8	3
O=S(=O)(Nc1nc(CN2CCOCC2)nc2sc3c(c12)CCCC3)c1cc(F)ccc1F	-12	-4	1	0.8	107	12	1.1	24	-2	-4
Cn1nnc(NC(=O)C(c2ccccc2)c2ccccc2)n1	-2	8	1	1	93	2	1.4	0	-4	0
CCOc1ccc(C(=O)C2CCN(CC(=O)Nc3ccccc3N3CCOCC3)CC2)cc1	13	1	1	0.8	89	-13	0.65	17	-1	2
CC(C)CNC(=O)Cn1nc(C(F)(F)F)c2c1CCCC2	9	10	1.1	0.9	94	-9	x	12	6	-8
Cc1cc(Oc2ccc(=O)n(C)n2)nc(Oc2ccc(=O)[nH]n2)n1	14	8	1.1	1	104	-14	1	5	-7	-8
Cn1ccnc1SCC(=O)Nc1cc(C(F)(F)F)ccc1N1CCOCC1	2	16	1	0.9	98	-2	1.4	10	8	-4
CCCCc1c(C)c(C#N)c2nc3ccccc3n2c1Nc1c(C)n(C)n(-c2ccccc2)c1=O	15	2	1	0.9	91	-15	1.1	9	-19	-1
COCC(C)NC(=O)c1ccccc1[N+](=O)[O-] (stereo unspecified)	6	5	1	0.9	92	-6	1	6	2	-3
CC(C)CNS(=O)(=O)c1ccc(CC(C)C)cc1	8	4	1	0.9	97	-8	1	7	-5	0

Reprinted at random: 5 entries already listed
SMILES	APP 5UTR inh	G6PDH counter	FLuc act counter	Diaphorase act	STAT1 act	APP 5'UTR act	NF-kB expr up	Diaphorase inh	TLR4 MyD88 comp	FLuc inh counter
Cc1cc(Oc2ccc(=O)n(C)n2)nc(Oc2ccc(=O)[nH]n2)n1	14	8	1.1	1	104	-14	1	5	-7	-8
O=S(=O)(Nc1nc(CN2CCOCC2)nc2sc3c(c12)CCCC3)c1cc(F)ccc1F	-12	-4	1	0.8	107	12	1.1	24	-2	-4
c1csc(-c2ccc3ccccc3n2)c1	-43	-1	0.6	0.9	147*	43	2.2	11	7	40
Oc1ccc(/C=N/Nc2nccnc2Cl)c(O)c1	x	2	0.8	0.7	94	x	1.2	30	1	15
COCC(C)NC(=O)c1ccccc1[N+](=O)[O-] (stereo unspecified)	6	5	1	0.9	92	-6	1	6	2	-3

(further entries)
SMILES	APP 5UTR inh	G6PDH counter	FLuc act counter	Diaphorase act	STAT1 act	APP 5'UTR act	NF-kB expr up	Diaphorase inh	TLR4 MyD88 comp	FLuc inh counter
CCn1c(=NC(=O)CSC(C)=O)sc2ccccc21	3	1	1	0.8	104	-3	1.3	17	0	-1
Cc1c(C(=O)NCCCN2CCCC2=O)oc2ccccc12	-9	0	1.1	0.8	104	9	1.5	20	6	-5
CCCCCCCCCCS(=O)(=O)N/N=C/c1ccc([N+](=O)[O-])cc1	9	8	1.1	0.8	107	-9	1.3	22	-3	-7
O=C(Cn1ccc(C(F)(F)F)n1)Nc1ccc(S(=O)(=O)NCc2ccco2)cc1	-6	x	x	x	101	6	0.85	x	12	x
CCCc1nc2ccccc2n1CC(O)COc1ccc(NC(C)=O)cc1 (stereo unspecified)	6	2	1	0.9	98	-6	1	6	18	1
CCSCCOC(=O)C1=C(C)NC(=O)NC1c1cc(OC)ccc1OC (stereo unspecified)	-17	2	1	0.9	100	17	1.1	5	12	-2
O=C(Cn1nnc2ccccc21)N/N=C\C=C\c1ccccc1	-3	5	1	0.8	98	3	1.1	18	-8	-3
CC(C)c1ccccc1NC(=O)COC(=O)Cc1ccsc1	-5	6	1	1.1	98	5	1.1	-6	-9	1
COC(=O)Nc1sc2c(c1C(=O)NCc1ccco1)CCCC2	6	18	1.1	1	94	-6	1.3	4	4	-6
COc1ccc(F)cc1C(=O)C1CCCN(Cc2cccn2-c2ccccn2)C1 (stereo unspecified)	-15	7	1	0.8	102	15	0.7	16	6	-4
CN(Cc1nc(-c2cccnc2)no1)S(=O)(=O)c1ccc2ccccc2c1	-6	0	1.1	0.9	101	6	0.94	10	0	-7
CC(=O)c1ccc(NC(=O)c2noc3c2CCCCC3)cc1	-161	-20	0.9	0.9	151*	161*	5*	10	-14	8
Cc1cc2c(s1)CCCCC(=O)N2	-18	8	1	1	102	18	0.91	4	0	-3
CCCCC(=O)Nc1ncc2c(n1)CC(C)(C)CC2=O	8	2	1	0.9	99	-8	1.1	13	2	-1
CCC(C(=O)NC1CCCCC1)n1c(SCc2ccc(F)cc2)nc2ccncc21 (stereo unspecified)	-12	18	0.9	0.9	95	12	0.93	15	-2	14
c1cc(C2CCCCC2)ccc1Oc1nc(N2CCOCC2)nc(N2CCOCC2)n1	-6	7	1.1	0.9	93	6	1	10	-5	-11
COc1cccc(CN2C(=O)c3ccccc3C2C(=O)NCC2CCCO2)c1 (stereo unspecified)	-9	2	1.1	0.9	102	9	1.1	6	-8	-6
Cc1cc(NC(=O)c2c(Cl)cnn2C)no1	-6	1	1	0.8	105	6	0.97	18	-1	-1
O=C(Nc1nnc(SCc2ccccn2)s1)C1CC(=O)N(c2ccccc2)C1 (stereo unspecified)	4	2	1.1	0.8	87	-4	1.2	16	1	-6
CCCOc1cccc(-c2nnc(N)s2)c1	-6	2	0.9	1	115	6	1.2	2	-4	7
COc1ccc2nc(-c3cccc(N)c3)[nH]c2c1	-60	16	0.1	1	119	60	2.5	-2	7	87*
COc1ccc(C2CC(=O)N(CC(=O)NCC3CCCO3)c3ccccc3S2)cc1OC (stereo unspecified)	-20	7	1	0.9	102	20	1.1	9	8	-3
CNC(=O)NC(=O)CSc1ncc(C(F)(F)F)cc1Cl	1	6	1	0.9	102	-1	1.1	8	-3	-1
CCOC(=O)N1CCC2(CC1)C(C#N)=C(N)Oc1c2c(C)nn1-c1cccc(Cl)c1	17	-1	1.1	0.8	94	-17	1.1	17	7	-8
O=C(CNC(=O)c1ccco1)OCC(=O)c1cccc2ccccc12	12	12	1	0.9	88	-12	1.2	9	-3	0
Cc1ccc(C)c(OCCn2cc(/C=C(\C#N)C(=O)NCc3ccco3)c3ccccc32)c1	19	3	1.1	0.9	100	-19	0.96	8	-4	-5
CCOc1ncccc1C(=O)OCC(=O)c1cccs1	-8	12	1	0.9	106	8	1.2	14	-1	0
Cc1ccc(NC(=O)CSc2ccc(-c3ccc4c(c3)OCO4)nn2)cc1F	-24	-22	0.9	1	97	25	1.3	5	7	7
CC(=O)Nc1ccc(S(=O)(=O)Nc2ccc(N3CCOCC3)c(F)c2)cc1	-8	9	1	0.7	95	8	1.1	27	-4	-1
COCCN(C(C)=O)c1nnc(-c2ccccn2)s1	-17	0	1.1	0.9	111	17	1.4	14	-10	-8
CCCCNC(=O)C1CCN(S(=O)(=O)N2CCOCC2)CC1	-8	6	1.1	1	102	8	1.3	3	-11	-9
O=C(O)c1c(-c2ccccc2)c2oc3ccccc3c2[nH]c1=O	-13	5	1	1	99	13	1	-1	6	0
CCOC(=O)N1CCc2c(sc3c2c(=O)n(Cc2ccccc2)c(=O)n3Cc2ccc(C)cc2)C1	-9	9	1	0.9	96	9	0.66	8	8	-1
CCCC(c1nnnn1Cc1ccc(F)cc1)N1CCN(CC)CC1 (stereo unspecified)	19	6	1	x	104	-19	1.3	x	4	-2
CCOc1ccc(NC(=O)c2ccccc2OC)cc1	-50	1	0.6	0.9	121	50	1.8	12	5	44
COc1cccc(N2CCN(CC(=O)Nc3nc4c(s3)CC(C)CC4)CC2)c1 (stereo unspecified)	7	4	1.1	0.8	103	-7	1	16	0	-9
CCn1cc(C(=O)NCC2CCCO2)c(=O)c2cc(S(=O)(=O)N(C)C)ccc21 (stereo unspecified)	1	11	1	1	101	-1	1	-2	-6	-4
Cc1nc(CNS(=O)(=O)c2ccc3ccccc3c2)cs1	12	-14	1	0.8	94	-12	0.79	17	-8	-2
Cn1c(C(=O)N2CCCC(C(=O)c3ccc(C(F)(F)F)cc3)C2)cc(=O)n(C)c1=O (stereo unspecified)	5	6	1.1	0.9	103	-5	1.3	6	0	-7
